D2 antag – antagonizes the human D2 dopamine receptor | inhibition, % at 10 µM | HEK293 TREx D2 cells, calcium flux, dopamine EC80 | 2% of 340,000 active | P14416; in the data active = inhibition above about 30%; note: 0% is about no effect
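Dopamine at EC80 is the agonist stimulus; test compounds precede it by 180 s. Calcium flux read kinetically in a force-coupled, inducible HEK293 T-REx D2 cell line.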
D1 potentiator – enhances dopamine response at the human D1 receptor. HEK293 TREx D1 cells, calcium flux, dopamine EC20 potentiation. 0.036% of 360,000 active. potentiation, % at 10 µM; in the data active = potentiation above about 30%; note: 0% is about no effect
D2 ag – activates the human D2 dopamine receptor. P14416. HEK293 T-REx D2 cells, calcium flux agonist mode. activation, % at 2 µM. 0.53% of 340,000 active. AID 485358;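 active = activation over 3 SD above normal in the single-dose calcium agonist read, cut at about 30% in these data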; note: 0% is about no effect
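Calcium-flux readout, 1 cycle/sec over 180 s following compound pin transfer, in inducible HEK293 Trex D2 cells (force-coupled); dopamine controls included. Positive calcium responses during this window marked compounds as potential agonists.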
TRHR ag – agonists of human TRH receptor; TRHR cells, calcium flux fluo-8, FDSS agonist mode; activation, % at 2 µM; 0.18% of 360,000 active; note: 0% is about no effect
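Steps: seed TRHR cells overnight; add fluo-8 no-wash Ca dye, RT 30 min–1.5 h; record 10 s baseline; pin-transfer compounds; monitor fluorescence 1 cycle/s for the agonist window. Calcium increases flag candidate agonists.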
D1 antag – antagonists of human D1 dopamine receptor; P21728; HEK293 TREx D1 cells, calcium flux, dopamine EC80; hits give low values; activity change, negative = inhibition, % at 10 µM; 3.2% of 360,000 active; AID 504652; in the data active = activity change below about -30%; note: % is set by controls: 0 for no effect and ±100 for the full control effect
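Inducible Hek293 Trex D1 cells (tetracycline, overnight, 30 C). Calcium dye 30–90 min RT. Antagonist mode: EC80 dopamine added after 180 s compound read.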
D1 ag – human D1 receptor agonism. activation, % at 2 µM. 1% of 360,000 active. HEK293 T-REx D1 cells, calcium flux, agonist mode. P21728; note: 0% is about no effect
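Agonism was scored from calcium flux recorded over 180 s (1 read/s) after pintool compound addition, following a 10-cycle baseline. Cells were inducible force-coupled HEK293 TREx D1, plated overnight at 30 C and loaded with no-wash calcium dye.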
TRHR PAM – allosteric enhancers of human TRH receptor. P34981. TRHR cells, fluo-8 calcium fluorescence, EC20 TRH enhancement. enhancement, % at 2 µM. 0.66% of 360,000 active; in the data active = enhancement above about 30%; note: 0% is about no effect
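Enhancer read-out: after compound pinning and an initial kinetic agonist-mode read, an EC20 of TRH (10 nM final) was injected and fluo-8 calcium signal (Ex 480/Em 530) followed at 1 s/cycle for 100 cycles in TRHR-expressing cells.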
D2 potentiator – positively modulates the human D2 dopamine receptor allosterically. HEK293 T-REx D2, calcium flux, EC20 dopamine potentiation. potentiation, % at 10 µM. 0.34% of 340,000 active;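 active = potentiation over 3 SD above the plate norm, cut at about 30% in these data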; note: 0% is about no effect
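Cells plated with tetracycline inducer and held overnight at 30 C; calcium dye loaded 30–90 min at room temperature; baseline taken, compound added and read 180 s; EC20 dopamine then added and read 180 s.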
RXFP1 antag – RXFP1 (human) relaxin receptor antagonism. Q9HBX9. HEK293-RXFP1, relaxin-stimulated cAMP HTRF, 30 min; hits give low values. activity change, negative = inhibition, % at 57.5 µM. 0.59% of 350,000 active. AID 1259400;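 active = activity change of -60% or lower, but not beyond a set lower limit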; note: % is set by controls: 0 for no effect and ±100 for the full control effect
Target sequence (Q9HBX9 whole entry, looked up): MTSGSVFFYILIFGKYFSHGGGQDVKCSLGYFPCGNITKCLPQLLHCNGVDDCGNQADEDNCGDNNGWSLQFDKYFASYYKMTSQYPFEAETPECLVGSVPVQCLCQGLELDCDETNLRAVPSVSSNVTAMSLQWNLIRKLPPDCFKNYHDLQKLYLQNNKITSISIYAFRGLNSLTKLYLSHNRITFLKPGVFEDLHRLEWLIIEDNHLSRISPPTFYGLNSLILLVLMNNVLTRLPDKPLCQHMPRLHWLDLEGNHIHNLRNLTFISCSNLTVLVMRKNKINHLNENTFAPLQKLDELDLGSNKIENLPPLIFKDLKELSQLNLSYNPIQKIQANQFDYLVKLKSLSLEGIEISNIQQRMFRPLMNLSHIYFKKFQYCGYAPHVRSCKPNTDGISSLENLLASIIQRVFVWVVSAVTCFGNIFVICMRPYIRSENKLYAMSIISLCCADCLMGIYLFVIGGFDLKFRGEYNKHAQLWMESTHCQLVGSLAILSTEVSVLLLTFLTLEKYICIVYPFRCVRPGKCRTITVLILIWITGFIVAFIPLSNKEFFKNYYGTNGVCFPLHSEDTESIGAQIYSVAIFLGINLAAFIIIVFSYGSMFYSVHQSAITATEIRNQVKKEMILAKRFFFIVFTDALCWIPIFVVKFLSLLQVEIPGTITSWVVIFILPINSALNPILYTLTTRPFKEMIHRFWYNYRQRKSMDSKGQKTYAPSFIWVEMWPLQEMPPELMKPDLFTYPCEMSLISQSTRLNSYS
Active calls of the source: *; & = joins results of further samples. Cut-off read from the data, not from the text of the source, unless noted: active = activation above about 30%; inactive = the rest.

How did Cc1ccccc1N(C(=O)c1ccco1)C(C(=O)NC1CCCC1)c1cccnc1 (stereo not drawn) do in these assays?
D2 antag: -17; D1 potentiator: -5; D2 ag: -0.9; TRHR ag: 0.2; D1 antag: 9; D1 ag: 0; TRHR PAM: -3; D2 potentiator: -10; RXFP1 antag: -8

What do the screens show for `Cc1ccccc1-n1c(N)cc(=O)[nH]c1=S`?
D2 antag: 13; D1 potentiator: -1; D2 ag: 0.4; TRHR ag: 0.3; D1 antag: 12; D1 ag: 1; TRHR PAM: 1; D2 potentiator: 14; RXFP1 antag: -3

How did COc1cccc2[nH]c3c(N4CCc5ccccc5C4)ncnc3c12 do in these assays?
D2 antag: -13; D1 potentiator: -5; D2 ag: -1.0; TRHR ag: -0.4; D1 antag: 2; D1 ag: 0; TRHR PAM: 6; D2 potentiator: -29; RXFP1 antag: -8

How did CCCCCNC(=O)C1CC=CCC1C(=O)O (stereo not drawn) do in these assays?
D2 antag: 36*; D1 potentiator: 4; D2 ag: 0.9; TRHR ag: 0.1; D1 antag: 31; D1 ag: 2; TRHR PAM: 2; D2 potentiator: 6; RXFP1 antag: 6

How did O=C(OCC(=O)N1CCCCCC1)c1ccc([N+](=O)[O-])cc1Cl do in these assays?
D2 antag: 1; D1 potentiator: -1; D2 ag: 0.0; TRHR ag: -0.4; D1 antag: -1; D1 ag: 1; TRHR PAM: -3; D2 potentiator: 1; RXFP1 antag: -2

How did CCSc1oc(-c2ccco2)nc1S(=O)(=O)c1ccccc1 do in these assays?
D2 antag: -20; D1 potentiator: 1; D2 ag: -0.4; TRHR ag: -0.1; D1 antag: 0; D1 ag: 0; TRHR PAM: -1; D2 potentiator: 13; RXFP1 antag: -10

What do the screens show for `CC(c1ccccc1)N1CC(C(=O)N2CCCC(C(N)=O)C2)CC1=O` (stereo not drawn)?
D2 antag: 8; D1 potentiator: -3; D2 ag: 0.7; TRHR ag: 1.1; D1 antag: 1; D1 ag: 4; TRHR PAM: -2; D2 potentiator: 8; RXFP1 antag: -5

What do the screens show for `COc1ccccc1C(=O)NNC(=O)C12CC3CC(CC(C3)C1)C2`?
D2 antag: -1; D1 potentiator: -10; D2 ag: -2.7; TRHR ag: -2.9; D1 antag: 3; D1 ag: 7; TRHR PAM: 1; D2 potentiator: 5; RXFP1 antag: -12

Results for CN1CCN(Cc2cn[nH]c2-c2ccc(F)cc2F)[C@@H](c2ccccc2)C1 ?
D2 antag: -22; D1 potentiator: -3; D2 ag: 0.3; TRHR ag: -0.5; D1 antag: 14; D1 ag: 5; TRHR PAM: 7; D2 potentiator: -2; RXFP1 antag: -18

How did CC(=O)C1=C(O)C(=O)N(Cc2cccnc2)C1c1ccccc1 (stereo not drawn) do in these assays?
D2 antag: -2; D1 potentiator: 1; D2 ag: 2.0; TRHR ag: 0.0; D1 antag: 9; D1 ag: 0; TRHR PAM: 4; D2 potentiator: -7; RXFP1 antag: 4

What do the screens show for `Cc1cccc(Oc2nccc(C(F)(F)F)c2C(=O)Nc2ccc(F)cc2F)c1`?
D2 antag: 7; D1 potentiator: 3; D2 ag: 1.0; TRHR ag: 0.1; D1 antag: -54*; D1 ag: 3; TRHR PAM: 5; D2 potentiator: -15; RXFP1 antag: -19

What do the screens show for `Cc1nn(CC(=O)NC2CC2)c(=O)c2cc3ccccc3n12`?
D1 potentiator: 2; D2 ag: 0.1; TRHR ag: 0.0; D1 antag: 19; D1 ag: 0; TRHR PAM: 1; D2 potentiator: 4; RXFP1 antag: 0

Results for O=C(CS(=O)(=O)Cc1ccccc1)NCc1ccc2c(c1)OCO2 ?
D2 antag: -21; D1 potentiator: -2; D2 ag: 0.6; TRHR ag: -0.5; D1 antag: 4; D1 ag: 6; TRHR PAM: 4; D2 potentiator: -9; RXFP1 antag: -5

How did Cc1ccc(C)c(NC(=O)C(=O)NCCCN2CCOCC2)c1 do in these assays?
D2 antag: -10; D1 potentiator: 1&-1; D2 ag: -0.3&1.2; TRHR ag: -2.0&0.6; D1 antag: -4&3; D1 ag: 1&2; TRHR PAM: -2&28; D2 potentiator: 10&-8; RXFP1 antag: -1&3

What do the screens show for `COc1cc(C(=O)NCCNC(=O)c2cc(OC)c(C)c(OC)c2)cc(OC)c1C`?
D2 antag: -18; D1 potentiator: -7; D2 ag: -0.4; TRHR ag: -0.4; D1 antag: -17; D1 ag: 2; TRHR PAM: 2; D2 potentiator: -2; RXFP1 antag: -2

How did CC1CCN(S(=O)(=O)c2ccc3c(ccn3CCC(=O)N3CCCCC3)c2)CC1 do in these assays?
D2 antag: -4; D1 potentiator: -2; D2 ag: -0.6; TRHR ag: 0.7; D1 antag: -3; D1 ag: 4; TRHR PAM: 2; D2 potentiator: 22; RXFP1 antag: -5

How did COc1cc2[nH]ccc(=O)c2cc1OC do in these assays?
D2 antag: -6; D1 potentiator: -1; D2 ag: 1.4; TRHR ag: 0.0; D1 antag: 11; D1 ag: 1; TRHR PAM: 5; D2 potentiator: -5

Results for CC(C)c1ccc(NC(=O)COc2ccc(F)cc2C(=O)c2cnn(-c3ccccc3)c2)cc1 ?
D2 antag: -10; D1 potentiator: -2; D2 ag: 0.6; TRHR ag: 0.8; D1 antag: -15; D1 ag: 8; TRHR PAM: -4; D2 potentiator: -10; RXFP1 antag: -12

Results for CCCCc1c(C)nc2c(-c3ccc(OC)cc3)c(C)[nH]n2c1=O ?
D1 potentiator: -3; D2 ag: 1.4; TRHR ag: 0.1; D1 antag: 2; D1 ag: 42*; TRHR PAM: 0; D2 potentiator: -17

What do the screens show for `Cc1nnc(N2C(=O)c3oc4ccccc4c(=O)c3C2c2ccc(Cl)cc2)s1` (stereo not drawn)?
D1 potentiator: -4; D2 ag: 0.5; TRHR ag: 0.1; D1 antag: 5; D1 ag: 1; TRHR PAM: -1; D2 potentiator: 6; RXFP1 antag: 1

How did CN1CCNC(=O)C1CC(=O)O (stereo not drawn) do in these assays?
D2 antag: 5; D1 potentiator: -5; D2 ag: 0.6; TRHR ag: 0.1; D1 antag: 0; D1 ag: 1; TRHR PAM: 1; D2 potentiator: 3; RXFP1 antag: -11

What do the screens show for `Nc1ncnc(Nc2ccc(F)c(Cl)c2)n1`?
D2 antag: 0; D1 potentiator: 1; D2 ag: -0.3; TRHR ag: 0.0; D1 antag: -12; D1 ag: 1; TRHR PAM: 45*; D2 potentiator: 2; RXFP1 antag: 7

How did Cc1sc(NC(=O)c2cccs2)c(C(N)=O)c1C do in these assays?
D2 antag: 20; D1 potentiator: -2; D2 ag: 0.5; TRHR ag: -0.5; D1 antag: 3; D1 ag: 1; TRHR PAM: 5; D2 potentiator: -1; RXFP1 antag: -9

What do the screens show for `Cc1cc(C(=O)CSCCCn2c(=O)[nH]c3ccccc32)c(C)n1C`?
D2 antag: -2; D1 potentiator: -4; D2 ag: -0.3; TRHR ag: 0.0; D1 antag: 14; D1 ag: -1; TRHR PAM: 3; D2 potentiator: -2; RXFP1 antag: 2

Results for COc1ccc(S(=O)(=O)N(C)c2ccc(C(=O)N3CCCC3)cc2)cc1 ?
D2 antag: -3; D1 potentiator: 0; D2 ag: -0.6; TRHR ag: -1.1; D1 antag: 19; D1 ag: 9; TRHR PAM: 0; D2 potentiator: 3; RXFP1 antag: -20

What do the screens show for `CN(C)N1C(N)=C(C#N)C(c2ccc(F)cc2)C2=C1CCCC2=O` (stereo not drawn)?
D2 antag: -10; D1 potentiator: 1; D2 ag: 0.4; TRHR ag: 0.6; D1 antag: -5; D1 ag: 2; TRHR PAM: 10; D2 potentiator: 5; RXFP1 antag: -5

How did Cc1sc2ncn(CC(=O)N3CCN(c4cccc(Cl)c4)CC3)c(=O)c2c1S(=O)(=O)N1CCN(c2ncccn2)CC1 do in these assays?
D1 potentiator: 0; D2 ag: 1.0; TRHR ag: -0.1; D1 antag: 15; D1 ag: 1; TRHR PAM: 2; D2 potentiator: -2

What do the screens show for `O=C(Nc1ccc(N2CCCC2)cc1)c1ccc2ccccc2c1`?
D2 antag: -8; D1 potentiator: -2; D2 ag: -0.2; TRHR ag: 0.3; D1 antag: -4; D1 ag: 3; TRHR PAM: 1; D2 potentiator: -4; RXFP1 antag: -4

Results for N#Cc1cccc(S(=O)(=O)Nc2c(NC3CCCCC3)c3ccccc3oc2=O)c1 ?
D2 antag: -9; D1 potentiator: -1; D2 ag: -0.6; TRHR ag: -0.3; D1 antag: -11; D1 ag: 1; TRHR PAM: 1; D2 potentiator: 5; RXFP1 antag: -26

Results for CCOc1ccccc1C1C2CCCCC2(O)CCN1C(=O)c1cccs1 (stereo not drawn) ?
D2 antag: 4; D1 potentiator: 0; D2 ag: -2.6; TRHR ag: 0.3; D1 antag: 16; D1 ag: 0; TRHR PAM: 9; D2 potentiator: 12; RXFP1 antag: -7
